Pf growth 96h: Primary qHTS for delayed death inhibitors of the malarial parasite plastid, 96 hour incubation | P. falciparum luciferase reporter growth, 96 h | Potency, µM (series often up to 28.7 µM), without a hit: top-dose activity change, negative = inhibition, most hits filed as inhibitors | 6.9% of 320,000 active | AID 504834, 2011
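Erythrocytes infected with luciferase-expressing P. falciparum were dispensed at 2% hematocrit and 0.05% parasitemia (final), then incubated with compounds 96 hours at 37 C in 5% CO2. Luminescence after detection reagent addition reported growth.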
HCV inhibitor: qHTS Assay for Inhibitors of Hepatitis C Virus (HCV). Huh7.5.1 HCVcc-Cre infection, luciferase reporter, 44 h. Potency, µM (highest dose often 41.8 µM), inactives show at the highest dose activity change, negative = inhibition, most hits filed as inhibitors. 3.4% of 340,000 active. AID 651820, 2012
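Whole-lifecycle infectious HCVcc-Cre system; cells 1,000/well, compound then virus (~0.5 moi) added 4 h after plating, 44 h culture. Luciferase read 15 sec following 15 min substrate incubation, room temp.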
TbPYK inhibitor: qHTS of Trypanosoma Brucei Inhibitors | Potency, µM (doses to about 76.8 µM), for the others: at the highest dose activity, negative = inhibition, usual class: inhibitors | 0.12% of 410,000 active | TbPYK enzyme, Kinase-Glo Plus ATP luminescence, 45 min | pyruvate kinase (Trypanosoma brucei), Q57TT1; also: nearly all actives have a fitted effect of over 50% in size
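Quantitative HTS: titrated library compounds versus trypanosomal pyruvate kinase in TEA buffer (pH 7.2) containing KCl, MgCl2, BSA and Tween-20. Reactions were initiated with ADP, 130 uM final. Kinase-Glo Plus luminescence was read after 45 min at RT.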
Pf growth 48h: Primary qHTS for delayed death inhibitors of the malarial parasite plastid, 48 hour incubation; P. falciparum luciferase growth in erythrocytes, 48 h; Potency, µM (highest dose often 28.7 µM), inactives show top-dose activity change, negative = inhibition, usual class: inhibitors; 5.9% of 310,000 active
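First compound was added to culture medium, then infected red cells at 0.1% parasitemia and 2% hematocrit (final). After incubation at 37 C under 5% CO2, luciferase detection reagent was dispensed and light output recorded.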
Sm TGR block: qHTS Assay for the Inhibitors of Schistosoma Mansoni Peroxiredoxins; purified TGR, DTNB reduction, TNB absorbance 405 nm; 3% of 360,000 active; Potency, µM (highest dose often 114 µM), without a hit: at the top dose activity change, negative = inhibition, hits mostly inhibitors; also: nearly all actives have a fitted effect of over 60% in size
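First, TGR (20 nM dispensed) and NADPH were mixed with compound. Second, a 15 min room-temperature incubation followed. Third, further NADPH and then DTNB were added to start the reaction. Finally, TNB absorbance was monitored kinetically.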
LmPK inh: qHTS Assay for Inhibitors of Leishmania Mexicana Pyruvate Kinase (LmPK); Potency, µM (series often up to 57.5 µM), for inactives: at the highest dose activity change, negative = inhibition, actives largely listed as inhibitors; 0.37% of 290,000 active; purified LmPK, Kinase-Glo ATP luminescence, 1 h
Target sequence (Q27686 whole entry, looked up): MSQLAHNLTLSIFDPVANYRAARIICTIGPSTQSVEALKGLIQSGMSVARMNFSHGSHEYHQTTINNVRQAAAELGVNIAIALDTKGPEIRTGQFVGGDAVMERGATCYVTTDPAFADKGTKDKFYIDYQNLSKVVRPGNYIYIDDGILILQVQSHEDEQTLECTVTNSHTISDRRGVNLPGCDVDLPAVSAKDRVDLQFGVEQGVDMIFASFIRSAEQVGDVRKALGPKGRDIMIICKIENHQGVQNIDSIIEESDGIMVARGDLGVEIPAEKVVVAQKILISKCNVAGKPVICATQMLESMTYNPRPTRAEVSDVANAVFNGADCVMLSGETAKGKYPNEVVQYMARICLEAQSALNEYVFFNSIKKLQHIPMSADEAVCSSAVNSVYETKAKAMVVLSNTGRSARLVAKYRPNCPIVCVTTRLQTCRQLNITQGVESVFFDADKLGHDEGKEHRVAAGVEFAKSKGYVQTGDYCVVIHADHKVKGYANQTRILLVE
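ATP generated from ADP (0.1 mM) and PEP (0.5 mM) by 0.1 nM LmPK over 1 h at room temperature (pH 7.2 imidazole buffer) was detected by coupled luciferase luminescence. Values were normalized to uninhibited and no-enzyme wells.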
An asterisk follows results filed as active; ? = inconclusive; nt = no result given; & = joins results of further samples; [ ] = remark or other dose. Calls follow the shape of the dose curve; as a rule, active = well fitted curve in the direction sought with a large enough effect; inconclusive = small, poorly fitted or top-dose-only effect, or another doubt; inactive = no such curve, though single readings can be large; an effect the other way counts as inactive or inconclusive. % is scaled to controls: 0 for no effect and ±100 for the full control effect; potency is read from the fitted curve at half-maximal effect.

SMILES	Pf growth 96h	HCV inhibitor	TbPYK inhibitor	Pf growth 48h	Sm TGR block	LmPK inh
COc1ccc(N(CC(=O)NCc2ccccc2Cl)S(=O)(=O)c2c(C)n[nH]c2C)cc1	?	2%	6%	?	2%	7%
O=C(/C=C/c1ccc(Cl)cc1)NC(=S)Nc1ccccc1C(=O)O	8%	0%	-7%	1%	?	-7%
Cn1cc(SCC(N)=O)c2ccccc21	1%	0%	-7%	0%	3%	0%
Cc1ccc(CNC(=O)/C(C#N)=C\c2ccc(N(C)C)cc2)cc1	0%	nt	nt	7%	5%	8%
O=C(N/N=C/c1ccc(Cl)cc1Cl)c1ccc2nc[nH]c2c1	?	14%	3%	?	-1%	9%
S=C(NCCc1ccccn1)Nc1cc(Cl)cc(Cl)c1	13µM*	-19%	1%	?	8%	7%
CC1=C(C(=O)OC2CCCC2)C(c2coc3ccccc3c2=O)C2=C(CC(C)(C)CC2=O)N1 (centres undefined)	?	-10%	7%	4.1µM*	0%	8%
Cc1cc(C)cc(NC(=O)c2ccc3nc[nH]c3c2)c1	?	-1%	7%	?	7%	-6%
CC(C)(CO)NCC(=O)Nc1cc(C(F)(F)F)cc(NC(=O)CNC(C)(C)CO)c1Cl	-16%	15%	32%[activator]	-8%	4%	1%
Nc1ncn(C(=O)c2ccco2)n1	19%	-5%	-4%	10%	0%	6%
CC1CCCCN1C(=O)CSc1nc2ncccc2[nH]1 (centres undefined)	-20%	19%	1%	15%	-7%	-2%
Cc1cc(C)c(NC(=O)C2CCC(=O)N2)c(C)c1 (centres undefined)	16%	20%	32%[activator]	18%	nt	-6%
CCOC(=O)C1(CCCc2ccccc2)CCN(C(=O)CSC)CC1	?	-16%	-6%	129%[activator]	0%	-3%
Cc1cccc(NC(=O)[C@@H](CC(C)C)NC(=O)[C@@H]2Cc3ccccc3CN2)c1	-18%	-9%	2%	?	-13%	3%
CC(c1ccccc1)n1c(CO)nc2ccccc21 (centres undefined)	?	8%	5%	-26%	4%	-5%
COc1ccc(OC)c(C(C(=O)NCc2ccco2)N(C(=O)Cn2nnc3ccccc32)C(C)C)c1 (centres undefined)	-4%	4%&13%	-5%	?	-1%	0%
Cn1cc(C(=O)OCC(=O)Nc2ccccc2Cl)c2ccccc21	4%	?	1%	24%	-1%	nt
NS(=O)(=O)c1cccc(NC(=O)CCSc2ccc(Cl)cc2)c1	7%	0%	-6%	6%	18µM*	-3%
CCn1c(=O)c2sccc2n(CC(=O)NC2CCCCC2)c1=O	?	-9%	0%	-9%	1%	-9%
O=C(O)c1cc(-c2ccc(Br)s2)nc2ccccc12	?	7%	1%	46%[activator]	0%	-5%
CC(C)N(Cc1cnn(C)c1)C(=O)C1CCC(=O)N(CCc2cccc(F)c2)C1 (centres undefined)	24%	nt	3%	-10%	-8%	-1%
COc1ccc(C(=O)NC2CC(C)(C)Cc3c2cnn3-c2ccccc2C)o1 (centres undefined)	10%	-12%	1%	?	0%	-6%
O=C(NC1CCCC1)C1CCN(S(=O)(=O)c2cccc3cccnc23)CC1	-20%	10%	0%	-1%	-35%	-1%
CC(C)(C)Nc1c2ccccc2nc2ccccc12	8%	-27%	8%	?	-22%	1%
CCOC(=O)N1CCN(S(=O)(=O)c2ccc(-n3cnnn3)cc2)CC1	11%	5%	1%	19%	11%	0%

Rewritten with two lines to a compound: part of the list above
Under each structure: Pf growth 96h | HCV inhibitor | TbPYK inhibitor | Pf growth 48h | Sm TGR block | LmPK inh
- CCOC(=O)C1(CCCc2ccccc2)CCN(C(=O)CSC)CC1
→ ? | -16% | -6% | 129%[activator] | 0% | -3%
- CC(C)(CO)NCC(=O)Nc1cc(C(F)(F)F)cc(NC(=O)CNC(C)(C)CO)c1Cl
→ -16% | 15% | 32%[activator] | -8% | 4% | 1%
- Nc1ncn(C(=O)c2ccco2)n1
→ 19% | -5% | -4% | 10% | 0% | 6%

Look-ups from the list:
Reading of COc1ccc(OC)c(C(C(=O)NCc2ccco2)N(C(=O)Cn2nnc3ccccc32)C(C)C)c1 (centres undefined) in TbPYK inhibitor: -5%
Reading of O=C(/C=C/c1ccc(Cl)cc1)NC(=S)Nc1ccccc1C(=O)O in Pf growth 96h: 8%

Next results follow:
SMILES	Pf growth 96h	HCV inhibitor	TbPYK inhibitor	Pf growth 48h	Sm TGR block	LmPK inh
O=C(O)CCCC(=O)Nc1ccc(Cl)cc1	151%[activator]	31%[activator]	6%	7%	0%	-6%
C#CCOCCOCCOCCNc1nc(N2CCN(C(=O)[C@H]([C@@H](C)CC)n3cc(CCCCN)nn3)CC2)nc(N2CCN(C(=O)[C@H](CCCCN)n3cc(CCCC)nn3)CC2)n1	-27%	25%	0%	?	1%	nt
COc1ccc(-c2[nH]ncc2CN2CCCO2)c(F)c1	42%[activator]	19%	2%	17%	?	11%
Clc1ccccc1-c1nc2nc3ccccc3nc2n1-c1ccc2c(c1)OCO2	10µM*	?	-11%	?	-7%	4%
O=C(NCC(c1ccco1)N1CCN(c2ccccc2)CC1)c1cccs1 (centres undefined)	?	3%	8%	1%	-2%	nt
CCOc1ccc(NC(=O)CN2CCC(NC(=O)C3CCCCC3)CC2)cc1	22%	nt	nt	?	5%	-2%
Cc1ccc(OC(C)C(=O)N2CC(=O)Nc3ccccc32)cc1 (centres undefined)	-21%	-2%	1%	-6%	-6%	-4%
Cc1cc(C(C#N)c2ccccc2)n2ncnc2n1 (centres undefined)	?	23%	2%	8%	-3%	3%
Cc1cc(N2C3CCC2CC(O)(c2ccc(F)cc2)C3)nc(-c2ccccc2)n1 (centres undefined)	?	?	3%	?	15%	0%
CN(C)N=Nc1ccc(S(=O)(=O)/N=C(\O)c2ccccc2)cc1	?	19%	7%	7%	-23%	6%
Cc1cc(C)nc(-n2ncc3c2CCCC3=O)n1	15%	7%	1%	25%	nt	2%
COc1ccc(S(=O)(=O)Nc2ccccc2C(=O)N2CCCCC2)cc1C	?	4%	0%	1%	4%	-4%
CC(C)(C)c1ccc(C(CC(=O)O)NC(=O)C23CC4CC(CC(C4)C2)C3)cc1 (centres undefined)	7%	25%	2%	-11%	2%	8%
O=C(NC1CCCc2c1cnn2-c1cc(F)cc(F)c1)c1ccc[n+]([O-])c1 (centres undefined)	-14%	11%	-7%	2%	-11%	-6%
C/C(=N\NS(=O)(=O)c1ccccc1)c1cc(Cl)cc(Cl)c1O	19%	4%	0%	-7%	-6%	2%
Cc1ccc(NS(=O)(=O)c2cccc(C(=O)NCC(c3ccco3)N3CCCC3)c2)cc1 (centres undefined)	?	?	1%	13µM*	-21%	nt
CCOc1cc(CNc2ccc3c(c2)CCC3)ccc1OC	-57%	nt	nt	nt	?	7%
Cc1c(Cc2ccccc2)c(=O)oc2cc(OCc3ccc(C(=O)O)cc3)ccc12	3%	0%	-2%	-6%	nt	2%
O=C(CCn1c(=S)[nH]c2ccccc2c1=O)NCCCN1CCOCC1	-17%	10%	0%	0%	10%	-3%
COc1ccc(CCNC(=O)C2CCN(C(=O)c3ccc(OC)c(OC)c3)CC2)cc1	?	?	-20%	-16%	-1%	-11%
CC(C)(C)N1C(=O)c2ccc(C(=O)Nc3cc(C(=O)O)cc(C(=O)O)c3)cc2C1=O	-3%	5%	10%	0%	3%	-10%
COc1ccc(C(=O)Oc2ccc3c(c2)OCO3)cc1OC	16%	?	-9%	16%	4%	-16%
C[C@]12C=CC(=O)C=C1CC[C@H]1[C@@H]3C[C@@H](O)[C@](O)(C(=O)CO)[C@@]3(C)C[C@H](O)[C@@]12F	-1%	2%[8.37 µM]	-2%	16%	?	7%
CCN(C(=O)CN1C(=O)COc2ccc(S(=O)(=O)N3CCOCC3)cc21)c1ccc(OC)cc1	?	25%	1%&0%	?	-2%&-2%	2%
COc1ccc(N(C(=O)c2cccc(OC)c2OC)C2C=CS(=O)(=O)C2)cc1 (centres undefined)	2.3µM*	21%	3%	35%[activator]	7%	0%

Just LmPK inh, HCV inhibitor and Pf growth 96h (four entries from above):
SMILES | LmPK inh | HCV inhibitor | Pf growth 96h
COc1ccc(S(=O)(=O)Nc2ccccc2C(=O)N2CCCCC2)cc1C | -4% | 4% | ?
CC(C)(C)c1ccc(C(CC(=O)O)NC(=O)C23CC4CC(CC(C4)C2)C3)cc1 (centres undefined) | 8% | 25% | 7%
O=C(NC1CCCc2c1cnn2-c1cc(F)cc(F)c1)c1ccc[n+]([O-])c1 (centres undefined) | -6% | 11% | -14%
C/C(=N\NS(=O)(=O)c1ccccc1)c1cc(Cl)cc(Cl)c1O | 2% | 4% | 19%

The list continues.
SMILES	Pf growth 96h	HCV inhibitor	TbPYK inhibitor	Pf growth 48h	Sm TGR block	LmPK inh
C1=C[C@@H]2CCN(Cc3ccccc3)Cc3cccc(c32)C1	7.4µM*	5%	2%	8.3µM*	?	nt
Cn1c(=O)c2c(-c3ccc(C(C)(C)C)cc3)n(CC3CCCO3)cc2n(C)c1=O (centres undefined)	?	6%	-2%	?	?	-5%
O=C(N1CCOCC1)C(F)(F)C(F)(F)C(F)(F)C(F)(F)C(=O)N1CCOCC1	12µM*	15%	-1%	16%	-21%	1%
O=C(N/N=C/C(Br)=C/c1ccccc1)C1CC1	9.3µM*	-17%	-2%	?	?	-2%
CC(=O)c1ccc(OC(=O)N(c2ccccc2)c2ccccc2)cc1	-28%	-13%	-2%	nt	-3%	12%
NS(=O)(=O)c1ccc(CCNC(=O)CSCC(=O)Nc2ccc(Cl)cc2)cc1	?	?	-1%	-2%	-5%	nt
COc1ccccc1CNC(=O)c1cnccn1	-9%	nt	-3%	nt	-3%	3%
O=[N+]([O-])C1=CC=C2C(=NC3(CCCCC3)N2O)C1=NC1CCCCC1	12%	-13%	0%	0%	?	-8%
CCCCc1ccc(-c2nc(N)n[nH]2)cc1	5%	15%	-4%	112%[activator]	?	-8%
O=C(CCN1C(=O)C2CCCCC2C1=O)Nc1nc(-c2ccccc2)cs1 (centres undefined)	4%	?	-1%	0%	19%	4%
O=C(NCCc1nnc2ccc(NCCCN3CCOCC3)nn12)c1ccccc1F	34%[activator]	-1%	-3%	7%	1%	1%
CCc1ccc(/C(C)=N\Nc2ccc([N+](=O)[O-])cc2)cc1	4.1µM*	-16%	-5%	31%[activator]	0%	0%
O=C(CSc1n[nH]c(=O)[nH]c1=O)c1ccc([N+](=O)[O-])cc1	-8%	16%	-10%	13%	?	-1%
CC(C)(C)NC(=O)C(c1ccncc1)N(C(=O)c1csnn1)c1ccccc1 (centres undefined)	23%	12%	-26%	-21%	-5%	-2%
CCN(CC)c1ccc(CNc2nc3ccccc3n2C(C)C)cc1	15%	?	2%	-8%	2%	9%
O=C(/C=C/c1ccc(F)cc1)NC(=S)NNC(=O)[C@H]1C[C@@H]1c1ccccc1	51%[activator]	?	-2%	32%[activator]	-10%	8%
O=C(O)CCCCCNc1ccc2nsnc2c1[N+](=O)[O-]	37%[activator]	7%	0%	6%	-19%	-1%
O=C(NCc1ccccc1)c1ccc(NC(=O)c2ccccc2F)cc1	?	-12%	-5%	-6%	1%	-9%
CC(C)Sc1nc2c(c(=O)n1-c1ccc(F)cc1)SCC2	0%	-29%	1%	?	-10%	4%
Nn1c(SCC(=O)Nc2c(Cl)cccc2Cl)nncc1=O	?	6%	-3%	?	0%	nt
O=C(CSc1ccc(Br)cc1)N1CCN(C(=O)c2ccco2)CC1	0%	6%	1%	-19%	-6%	-3%
O=C(Nc1ccc2c(c1)OCO2)c1ccccc1SCC(=O)N1CCCC1	?	0%	5%	35%[activator]	0%	0%
COc1ncnc(OC)c1S(=O)(=O)NCc1ccccc1	-6%	34%[activator]	0%	-14%	-19%	-2%

From PubChem BioAssay
